# Compound activity as filed in PubChem.
# POLK inh – qHTS for Inhibitors of Polymerase Kappa | purified Pol kappa, fluorescent DNA synthesis assay, 10 min | Potency, µM (top dose mostly 107 µM), without a hit: at the highest dose activity, negative = inhibition, actives largely listed as inhibitors | 400,000 compounds, 0.53% hits | AID 588579, 2011; further: on the % scale 0 is the no-effect control and ±100 the full control effect
#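 Readout: fluorescence, taken kinetically at 0 and 10 min. Conditions: 10 nM Pol kappa, 15 min RT compound preincubation, 50 nM substrate final. Controls: enzyme-free buffer wells.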
# Pol beta inh – qHTS Assay for Inhibitors of DNA Polymerase Beta. Pol beta primer extension/strand displacement, fluorescence kinetic. 340,000 compounds, 1.3% hits. AID 485314, 2010. P06746. Potency, µM (highest dose often 114 µM), without a hit: at the highest dose activity change, negative = inhibition, actives largely listed as inhibitors; further: on the % scale 0 is the no-effect control and ±100 the full control effect
#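 Pol beta (10 nM) was preincubated with compound for 15 min at room temperature. The reaction was then started with 50 nM substrate and read immediately and after a further 10 min at room temperature.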
# Anesthetic bind – qHTS Assay for Identification of Novel General Anesthetics; apoferritin/1-aminoanthracene competitive binding, fluorescence; AID 485281, 2010; Potency, µM (top dose mostly 77.5 µM), inactives show at the top dose activity change, negative = displacement, actives largely listed as inhibitors; 350,000 compounds, 0.074% hits; further: on the % scale 0 is the no-effect control and ±100 the full control effect; nearly all actives have a fitted effect of over 20% in size
#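 In PBS, apoferritin at 10 uM is loaded with 1-AMA from a 50% saturated solution. After 10 min of compound exposure at ambient temperature, reduced 535 nm fluorescence indicates probe displacement.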
# G9a inh – qHTS Assay for Inhibitors of Histone Lysine Methyltransferase G9a. Histone-lysine N-methyltransferase EHMT2 (Homo sapiens), Q96KQ7. G9a H3K9 monomethylation, AlphaScreen, 2 h. Potency, µM (series often up to 102 µM), inactives show at the highest dose activity, negative = inhibition, actives largely listed as inhibitors. 350,000 compounds, 8.8% hits. AID 504332, 2011; further: on the % scale 0 is the no-effect control and ±100 the full control effect; nearly all actives have a fitted effect of over 75% in size
#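 G9a (20 nM) preincubated 15 min RT with compounds, then 500 nM biotinylated H3K9 peptide and 20 uM SAM added; 2 h RT reaction. Monomethyl-H3K9 product detected by AlphaScreen with anti-H3K9me1 antibody, streptavidin donor and anti-rabbit IgG acceptor beads.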
# POLH inh – qHTS for Inhibitors of Polymerase Eta. DNA polymerase eta (Homo sapiens), Q9Y253. recombinant Pol eta, fluorescent DNA replication assay. Potency, µM (top dose mostly 114 µM), inactives show at the top dose activity change, negative = inhibition, usual class: inhibitors. 390,000 compounds, 1.2% hits. AID 588591, 2011; further: on the % scale 0 is the no-effect control and ±100 the full control effect
#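 Pol eta at 10 nM preincubated with compounds 15 min at room temperature; reaction started with fluorescent substrate (50 nM final) and read kinetically at 0 and 10 min.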
# Pol iota inh – qHTS for Inhibitors of Polymerase Iota. DNA polymerase iota (Homo sapiens), Q9UNA4. Pol iota fluorescent replication assay, 10 min. Potency, µM (titrated, usually from 115 µM), without a hit: at the highest dose activity, negative = inhibition, hits mostly inhibitors. 390,000 compounds, 1% hits. AID 588590, 2011
# Target sequence (Q9UNA4 whole entry, looked up): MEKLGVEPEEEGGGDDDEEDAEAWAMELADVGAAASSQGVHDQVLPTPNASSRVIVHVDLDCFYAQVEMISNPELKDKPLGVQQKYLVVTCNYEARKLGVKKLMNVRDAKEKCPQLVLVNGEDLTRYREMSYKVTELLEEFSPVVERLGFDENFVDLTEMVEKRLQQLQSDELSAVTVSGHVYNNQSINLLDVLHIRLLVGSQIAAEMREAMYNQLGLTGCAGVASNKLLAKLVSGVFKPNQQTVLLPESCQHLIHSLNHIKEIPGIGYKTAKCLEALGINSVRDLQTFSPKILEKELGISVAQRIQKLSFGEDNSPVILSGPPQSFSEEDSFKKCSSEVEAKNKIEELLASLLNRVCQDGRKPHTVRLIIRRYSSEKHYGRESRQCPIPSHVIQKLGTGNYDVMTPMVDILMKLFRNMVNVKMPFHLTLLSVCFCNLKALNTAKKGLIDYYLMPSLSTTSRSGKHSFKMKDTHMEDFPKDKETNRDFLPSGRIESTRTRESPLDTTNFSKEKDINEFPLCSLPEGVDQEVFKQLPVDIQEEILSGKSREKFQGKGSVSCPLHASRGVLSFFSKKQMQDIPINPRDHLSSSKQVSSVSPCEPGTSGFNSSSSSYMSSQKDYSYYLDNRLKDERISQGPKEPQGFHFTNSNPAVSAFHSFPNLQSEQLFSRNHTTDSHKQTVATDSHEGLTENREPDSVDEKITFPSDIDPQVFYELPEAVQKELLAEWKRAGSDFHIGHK
#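 Fluorescent replication assay read twice, at 0 min and 10 min after adding 50 nM (final) substrate. Enzyme (10 nM) and compounds were first incubated 15 min at room temperature; enzyme-free buffer wells were negative controls.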
# BAZ2B inh – qHTS Assay for Inhibitors of BAZ2B; 360,000 compounds, 4.4% hits; Potency, µM (titrated, usually from 114 µM), for the others: at the highest dose activity change, negative = inhibition, actives largely listed as inhibitors; AlphaScreen BAZ2B-H3K14Ac peptide displacement; AID 504333, 2011; further: on the % scale 0 is the no-effect control and ±100 the full control effect; nearly all actives have a fitted effect of over 60% in size
#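 Compounds, titrated to a top concentration of 110 uM, were incubated 30 min at room temperature with preformed BAZ2B/acetyl-K14 H3 peptide complex (50 nM each). Proximity signal was measured by AlphaScreen after 20 min with beads.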
# BLM helicase inh – qHTS Assay for Inhibitors of Bloom's syndrome helicase (BLM) | RecQ-like DNA helicase BLM (Homo sapiens), P54132 | recombinant BLM DNA unwinding, fluorescence dequenching | Potency, µM (top dose mostly 56.1 µM), without a hit: at the highest dose activity change, negative = inhibition, actives largely listed as inhibitors | 350,000 compounds, 0.2% hits;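 further: plate controls were vehicle for no effect and no enzyme for full effect; nearly all actives have a fitted effect of over 35% in size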
# APE1 inh – qHTS Assay for Inhibitors of the Human Apurinic/apyrimidinic Endonuclease 1 (APE1); 350,000 compounds, 0.35% hits; AID 2517, 2012; recombinant APE1, TAMRA/BHQ-2 abasic DNA cleavage fluorescence; Potency, µM (series often up to 65.8 µM), inactives show at the top dose activity change, negative = inhibition, hits mostly inhibitors;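 further: plate controls were vehicle for no effect and reference inhibitor for full effect; nearly all actives have a fitted effect of over 55% in size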
# Target sequence (P27695 whole entry, looked up): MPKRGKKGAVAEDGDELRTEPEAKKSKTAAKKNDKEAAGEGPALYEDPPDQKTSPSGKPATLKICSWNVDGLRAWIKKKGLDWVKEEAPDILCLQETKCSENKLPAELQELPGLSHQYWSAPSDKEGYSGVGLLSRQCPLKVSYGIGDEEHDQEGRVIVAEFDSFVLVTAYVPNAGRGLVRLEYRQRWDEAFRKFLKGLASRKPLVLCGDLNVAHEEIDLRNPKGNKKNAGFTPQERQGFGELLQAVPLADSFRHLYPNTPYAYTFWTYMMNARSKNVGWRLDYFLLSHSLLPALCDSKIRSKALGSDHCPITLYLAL
#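 Step 1: APE1 (0.75 nM) with compound, 15 min RT. Step 2: add 50 nM fluorophore/quencher THF duplex. Step 3: three fluorescence reads 60 s apart (525/598 nm); read 3 minus read 1 = reaction progress.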
# Starred values were filed as active, the others as inactive; u = inconclusive; x = not tested or not shown; & = joins results of further samples; [ ] = another dose, or the depositor's remark. The call rests on the fitted dose curve; in most records, active means well fitted curve in the direction sought with a large enough effect; inconclusive means small, poorly fitted or top-dose-only effect, or another doubt; inactive means no such curve, though single readings can be large; an effect the other way counts as inactive or inconclusive. Potency means the concentration at half of the fitted maximal effect. This is a subset (hit frequency here may not be typical).
POLK inh | Pol beta inh | Anesthetic bind | G9a inh | POLH inh | Pol iota inh | BAZ2B inh | BLM helicase inh | APE1 inh | canonical_smiles
-11% | 2% | -5% | 47%[activator][59 µM] | -8% | 9% | 1% | 0% | 4% | CCOc1ccc(NC(=O)CCSc2ccc(C)cc2)cc1
3% | 7% | -2% | x | -14% | -3% | -23% | -4% | -5% | COc1ccc(Cc2noc(CN3CCN(Cc4cccc(Cl)c4)CC3)n2)cc1OC
8% | 26% | 2% | -4% | -11% | -11% | 7% | 0% | -1% | CN(CC(=O)Nc1ccc(S(N)(=O)=O)cc1)C1CCCCC1
-6% | x | x | 22%[0.501 µM] | -4% | 23% | 12% | x | 4% | COC(=O)C1CCN(C(=O)NC2CC(=O)N(c3ccc4c(c3)OCCO4)C2)CC1 (centres undefined)
2% | x | x | x | -12% | 23% | x | x | 13% | C=CC[C@@H](CC(=O)N[C@H](CO)Cc1ccccc1)C(=O)N[C@H](C)COC(=O)[C@@H](CC=C)Cc1ccc(F)cc1
-8%&-21% | 2% | 1% | 32µM* | -13% | 13%&8% | u | -3% | 1% | Cc1ccc(Nc2c(-c3ccc(C)o3)nc3cnccn23)cc1
-10% | x | x | 15%[2.33 µM] | -7% | -12% | -2% | x | -3% | CS(=O)(=O)c1ccc(Cl)c(NC(=O)c2cc(=O)[nH]c3ccc(S(=O)(=O)N4CCOCC4)cc23)c1
-6% | x | x | x | -1% | 35%[activator] | x | x | -6% | O=C1COc2ccc(C(=O)COC(=O)c3ccccc3F)cc2N1
x | 19% | -14% | 32µM* | x | x | 4% | -1% | -5% | c1ccc(-c2nc(Sc3ncnc4c3cnn4-c3ccccc3)n[nH]2)cc1
14%[60.1 µM] | x | x | -8%[12.7 µM] | x | x | x | -5% | 4% | CS(=O)(=O)N1CCC2(CC1)CN(Cc1cc(C(F)(F)F)cc(C(F)(F)F)c1)C2
-10% | 4%[57.1 µM] | -10% | 4% | -8% | 4% | -2% | 1% | -4% | CN(CC(=O)Nc1ccccc1Cl)C(=O)CSc1nc2ccccc2s1
0% | -9% | 52%[activator] | 13%[59 µM] | -12% | -7% | -19% | -17% | x | CCn1nc(C)c2c(-c3ccccc3)cc(=O)n(C(C)C(=O)NCc3ccc(C)cc3)c21 (centres undefined)
-5% | 34% | -8% | -2% | -4% | 19% | -2% | -3% | -10% | COCCn1c(SCC(=O)NCc2cccs2)nnc1-c1ccc(OC)cc1
-1% | 2% | -16% | 20%[59 µM] | -10% | -19% | -3% | 3% | 2% | COC(=O)C1=C(CN2CCN(C)CC2)NC(=O)NC1c1cc(C)ccc1C (centres undefined)
-1% | 31%[activator] | -22% | 17% | -23% | 60%[activator] | x | 0% | -2% | CC(C)=CC(=O)OCc1cc([N+](=O)[O-])cc2c1OCOC2
-2% | -18% | -14% | 7.9µM* | -24% | 49%[activator] | 13µM* | -11% | -2% | N#Cc1nc(COc2ccccc2Cl)oc1N1CCCC1
-9% | 30% | -12% | x | -5% | u | -12% | 3% | 2% | O=C1COc2ccc(C(=O)CCl)cc2N1
2% | 2% | -15% | 2% | -10% | -10% | -27% | -3% | 4% | CC(C)(C(N)=O)N1CCN(c2ncc(C(F)(F)F)cc2Cl)CC1
-1% | -1% | -13% | 40% | -5% | 13% | -19% | 1% | 44%[activator] | CC(=O)N1CCN(C(=O)c2oc3ccccc3c2C)CC1
-11% | -2% | -13% | 15% | -7% | 83%[activator] | -15% | -5% | -2% | Cc1cc2c(cc1S(=O)(=O)Nc1cccc(F)c1C)NC(=O)CO2
-7% | 58% | -4% | 50µM* | -13% | 14% | -9% | 0% | 4% | CC1(C)CC(=O)c2sc(NS(=O)(=O)c3ccc(Br)cc3)nc2C1
4% | x | x | -40% | -17% | 39%[activator] | 9% | x | 8% | O=C(CN1C(=O)NC2(CCCC2)C1=O)Nc1cc(Cl)ccc1N1CCOCC1
-6% | -2% | -10% | 12%[59 µM] | -8% | 16% | 9% | 0% | 0% | CC(=O)c1ccc(OC(=O)c2cccs2)cc1
-12% | -1% | -5% | -5%[59 µM] | -5% | u | -4% | -2% | x | CCOC(=O)c1sc(N2C(=O)c3oc4cc(C)c(C)cc4c(=O)c3C2c2cccc(O)c2)nc1C (centres undefined)
-10% | 0% | -5% | -17% | 6% | 4% | -5% | -2% | -9% | O=C(Nc1ccc(Cl)cc1Cl)NC1CCCC1
-6% | -1% | 6% | 6% | -4% | -1% | -6% | 2% | -2% | CCOC(=O)CN1C(=O)CSc2ccc(S(=O)(=O)N3CCCC3)cc21
-12% | 23% | -9% | -3%[59 µM] | -23% | -25% | 8% | -1% | -3% | Cc1cc(C)c2c(n1)nn1c(N3CCN(c4ccccc4)CC3)cc(C)nc21
-16% | -19% | -13% | u | -5% | 6% | 0% | -7% | -10% | O=C(Nc1nc2ccc(F)cc2s1)c1cccc(S(=O)(=O)N2CCc3ccccc32)c1
-15% | 16% | 44%[activator] | u | x | -28% | -22% | -3% | x | Cn1c(=O)c2c(nc(SCC(=O)Nc3ccc(F)cc3F)n2Cc2ccccc2)n(C)c1=O
-7% | x | x | x | -11% | -8% | x | x | -2% | C[C@H](CO)N1C[C@H](C)[C@@H](CN(C)S(=O)(=O)c2cccs2)Oc2c(NC(=O)Cc3ccccc3)cccc2C1=O
u | x | x | u | u | u | -1% | x | 18% | N#Cc1cc(C#N)c(SCC(=O)N2CC(=O)Nc3ccccc32)nc1N
0% | 4% | 1% | 11%[59 µM] | u | 32%[activator] | 12% | -5% | x | CCCC1=Nc2cc(C(=O)N3CCC(C)CC3)ccc2Sc2ccc(C)cc21
-20% | 14% | -2% | -22% | 8% | 18% | x | 3% | -3% | O=C(CCCn1c(=O)c2sccc2n(CC(=O)NCC2CCCO2)c1=O)NCc1ccco1 (centres undefined)
-3% | 1% | -9% | 20%[59 µM] | 1% | 10% | u | -1% | 2% | NC(=S)N=Nc1c(O)n(Cc2ccccc2)c2ccccc12
u | x | x | u | u | u | -5% | x | -4% | CC(=O)Nc1ccc(SCC(=O)NC(=O)c2ccccc2Br)cc1
16% | x | x | -12%[0.501 µM] | -4% | 55%[activator] | 1% | x | 53%[activator] | COc1ccc(C(C#N)CCC2OCCO2)cc1OC (centres undefined)
-1% | 25% | -20% | 65%[activator] | -14% | 27% | 2% | 0% | 29% | CCOc1ccc(OCC(=O)Nc2ccc(N3CCCCC3)cc2)cc1
-17% | 13% | 53%[activator] | 10µM* | -15% | u | u | -2% | 0% | COc1ccc(Cl)cc1NC(=S)N(CCCN1CCOCC1)Cc1cn(C)c2ccccc12
0%[60.1 µM] | -4% | 41%[activator] | -23%[59 µM] | -13% | 10% | -15% | 1% | x | CCNc1nc2c(c(=O)n(C)c(=O)n2C)n1Cc1ccc(F)cc1
-19% | 19% | -7% | 18%[59 µM] | -17% | -8% | 10% | 3% | 22% | NNC(=O)c1cc2ccccc2cc1O
-9%[60.1 µM] | 29% | -15% | 8%[59 µM] | -13% | u | x | -3% | -3% | O=C(OCC(=O)N1CCN(C(=O)c2ccco2)CC1)c1ccccc1Cc1ccccc1
2% | x | x | 6% | 0% | 13% | 10% | x | 8% | O=C(OCCOc1ccc(Br)cc1)c1ccc(Cl)c(S(=O)(=O)N2CCOCC2)c1
u | 16µM* | 2% | 14µM* | 50µM* | 9% | 50µM* | -3% | 29% | COc1ccc([N+](=O)[O-])cc1NC(=O)CCS(=O)(=O)c1ccc(Br)cc1
-8% | 23% | -1% | u | -10% | 18% | -1% | -9% | 31% | Cc1ccc(-c2nnn(CC(=O)N(c3ccccc3F)C(C(=O)NC3CCCC3)c3ccncc3)n2)o1 (centres undefined)
-5% | 31% | -7% | -12% | 4% | -7% | -18% | 4% | -9% | CCCCc1cc(=O)oc2cc(C)cc(OCC(=O)NCCN3CCOCC3)c12

# Ordered by the number under BLM helicase inh (ascending): some entries from above.
Compound | BLM helicase inh
CCCC1=Nc2cc(C(=O)N3CCC(C)CC3)ccc2Sc2ccc(C)cc21 | -5%
O=C(OCC(=O)N1CCN(C(=O)c2ccco2)CC1)c1ccccc1Cc1ccccc1 | -3%
CCOc1ccc(OCC(=O)Nc2ccc(N3CCCCC3)cc2)cc1 | 0%
NNC(=O)c1cc2ccccc2cc1O | 3%

# Continued:
POLK inh | Pol beta inh | Anesthetic bind | G9a inh | POLH inh | Pol iota inh | BAZ2B inh | BLM helicase inh | APE1 inh | canonical_smiles
-5% | 4% | -6% | -3%[0.501 µM] | -9% | 24% | -14% | -2% | 54%[activator] | Cc1ccccc1NC(=O)Nc1ccccn1
5% | -2% | -5% | -27%[12.7 µM] | -14% | -6% | 9% | -2% | -2% | COc1ccc(N2CCN(C(=O)CSc3ncnc4c3cnn4-c3ccccc3C)CC2)cc1
-14%[60.1 µM] | 0% | 2% | 7%[59 µM] | -18% | 25% | -1% | 0% | x | O=C(NCc1ccccc1Cl)c1ccc2nc(Cc3ccccc3)oc2c1
0% | 23% | -1% | x | -3% | 5% | 0% | -5% | -3% | COc1cccc(NC(=O)c2cc(S(=O)(=O)N3CCc4ccccc43)cn2C)c1
-3% | 21% | 5% | 50µM* | -7% | 9% | -16% | -1% | -5% | COc1ccc(C2C(C(=O)c3ccco3)=C(O)C(=O)N2CCN2CCOCC2)cc1 (centres undefined)
-10% | 1%&6% | -21%&0% | -40%&3%[59 µM] | -3%&-4% | -8%&2% | -20%&2% | -3%&-4% | -1% | CCOC(=O)CC(NC(=O)Cn1nnc(-c2ccccc2Cl)n1)c1ccc(OC)cc1 (centres undefined)
3% | 10% | -14% | x | 3% | u | -2% | -8% | -6% | O=C1OC2(CCCC2)OC(=O)C1=Cc1c[nH]c2ccccc12
-19% | 8% | 5% | -31% | 9% | u | -4% | -3% | -6% | COC(=O)[C@H](C)NC(=O)Nc1cc(OC)ccc1OC
